# Screening results deposited in PubChem by National Center for Advancing Translational Sciences (NCATS).
# SW480 rereplic – A quantitative high throughput screen for small molecules that induce DNA re-replication in SW480 colon adenocarcinoma cells. SW480 DNA re-replication, Hoechst DNA content imaging, 48 h. Potency, µM (series often up to 46.1 µM), without a hit: at the top dose re-replication activation, actives largely listed as activators. hit rate 1.8% among 340,000. AID 624297, 2012; further: potency means the concentration at half of the fitted maximal effect; % of control where 0% means no effect; nearly all actives have a fitted effect of over 55% in size
#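 Image-based read-out: total Hoechst fluorescence of nuclei (405 nm excitation, 500-530 nm emission), with hits raising the fraction of high-intensity nuclei. SW480 colon cells incubated 48 hr with compounds at 37 C.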
# MCF10A rereplic – A quantitative high throughput screen for small molecules that induce DNA re-replication in MCF 10a normal breast cells | MCF 10A DNA re-replication, Hoechst nuclear intensity, 48 h | Potency, µM (highest dose often 46.1 µM), for inactives: top-dose activity, positive = re-replication, hits mostly activators | hit rate 2.9% among 350,000; further: potency means the concentration at half of the fitted maximal effect; % of control where 0% means no effect; nearly all actives have a fitted effect of over 50% in size
# ATXN2 expr inh – Primary qHTS for Inhibitors of ATXN expression. HEK-293 ATXN2-luciferase reporter, luminescence, 24 h. AID 1745845, 2022. hit rate 0.72% among 360,000. Potency, µM (doses to about 57 µM), for inactives: at the top dose activity change, negative = inhibition, actives largely listed as inhibitors; further: potency means the concentration at half of the fitted maximal effect; on the % scale 0 is the no-effect control and ±100 the full control effect; nearly all actives have a fitted effect of over 55% in size
#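 qHTS (up to 57 uM final) was run with 24 h compound exposure of reporter cells at 37 °C. Each well was multiplexed: SteadyGlo luminescence measured ATXN2-luciferase expression after a fluorogenic Gly-Phe-AFC viability readout (25 uM final).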
# ATXN viability – Viability Counterscreen for Primary qHTS for Inhibitors of ATXN expression | Potency, µM (top dose mostly 56.7 µM), hits mostly cytotoxic | hit rate 0.49% among 400,000 | S2 cells (HEK-293 line with an ATXN2-luciferase reporter) viability, CellTiter-Fluor protease fluorescence, 24 h; further: potency means the concentration at half of the fitted maximal effect; nearly all actives have a fitted effect of over 40% in size
# KB-3-1 tox – qHTS assay for MDR1-selective chemotherapeutics: Primary screen using the parental adenocarcinoma cell KB-3-1; hit rate 1.4% among 400,000; KB-3-1 viability, CellTiter-Glo ATP luminescence, 72 h; Potency, µM (titrated, usually from 46.1 µM), without a hit: at the top dose activity change, negative = cytotoxic, usual class: cytotoxic; AID 1347075, 2019; further: potency means the concentration at half of the fitted maximal effect; on the % scale 0 is the no-effect control and ±100 the full control effect; nearly all actives have a fitted effect of over 60% in size
#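 Screening of KB-3-1 cells (DMEM, 10% FBS, phenol-red free) ran from lowest to highest compound concentration; after 72 h at 37 °C viability was read luminescently and curves fitted.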
# HT1080NT lethal – qHTS for induction of synthetic lethality in tumor cells producing 2HG: qHTS for the HT-1080-NT fibrosarcoma cell line. Potency, µM (top dose mostly 46.1 µM), without a hit: at the top dose activity, negative = less viability, most hits filed as cytotoxic. HT-1080-NT fibrosarcoma viability, CellTiter-Glo ATP luminescence, 48 h. hit rate 1.6% among 360,000;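 further: NT is the 2HG producing partner of a matched IDH1 knockdown line; potency means the concentration at half of the fitted maximal effect; 0% = DMSO-treated cells and -100% = media-only wells without cells; nearly all actives have a fitted effect of over 55% in size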
#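 750 cells/well, RPMI + 5% FBS; 2 h settle, compound pin-transfer, 48 h at 37 degrees C. CellTiter-Glo 10 min RT, luminescence. Normalized to DMSO and media-only wells.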
# HT1080 IDH1KD tx – qHTS for induction of synthetic lethality in tumor cells producing 2HG: qHTS for the HT-1080-IDH1KD cell line; hit rate 2% among 360,000; Potency, µM (titrated, usually from 46.1 µM), for inactives: top-dose activity, negative = toxicity, hits mostly cytotoxic; HT-1080 IDH1 knockdown viability, ATP luminescence, 48 h; AID 686971, 2013;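 further: potency means the concentration at half of the fitted maximal effect; 0% = DMSO wells and -100% = cell-free medium wells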
#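 Cytotoxicity counter-line: IDH1KD HT-1080, 48 h, CellTiter-Glo. Curves classed by r2, magnitude and activity.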
# IL1B secr inh – qHTS for Inhibitors of Inflammasome Signaling: IL-1-beta AlphaLISA Primary Screen. THP-1 LPS/ATP IL-1B secretion, AlphaLISA, 16 h; active compounds read low. activity change, % at 57.5 µM. hit rate 4.7% among 360,000. AID 743279, 2014; in the data active means activity change below about -50%; inconclusive means mostly about -30% to -49%; further: on the % scale 0 is the no-effect control and ±100 the full control effect
#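 THP-1 cells pretreated 1 hr with compounds (up to 57.5 uM final), then stimulated with LPS (250 ng/mL final) plus ATP (1.25 mM final); secreted IL-1B measured by AlphaLISA after 16 hr, decreased signal indicating inhibition.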
# HepG2 tox – qHTS for Inhibitors of TGF-b: Cytotox Counterscreen; HepG2 CAGA-GFP viability, ATP luminescence, 18 h; Potency, µM (series often up to 46.1 µM), inactives show at the top dose activity change, negative = cytotoxicity, hits mostly cytotoxic; hit rate 0.76% among 410,000; AID 588856, 2011; further: potency means the concentration at half of the fitted maximal effect; some results filed as inactive show a strong effect at the top dose
#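 CellTiter-Glo luminescence gave cytotoxicity after 18 hours at 37 degrees C. The cells were HepG2 CAGA-GFP in 1% FBS DMEM, stimulated with 500 pg/mL TGF-beta after compound addition. %Activity was normalised to no-cell wells (complete cell-killing) and DMSO (no toxicity), and curves were fitted and classified.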
# The depositor's hits bear a star; i = inactive; ? = inconclusive; . = not tested or not shown; [ ] = dose if it differs, or a comment. Unless noted, the call rests on the fitted dose curve; in most records, active means well fitted curve in the direction sought with a large enough effect; inconclusive means small, poorly fitted or top-dose-only effect, or another doubt; inactive means no such curve, though single readings can be large; an effect the other way counts as inactive or inconclusive.
1	COc1ccc(Cl)cc1NC(=O)c1cc(-c2ccco2)on1
2	CCCOC(=O)Cn1c(=O)c2cc3c(=O)n(CC(=O)OCCC)c(=O)c3cc2c1=O
3	C[C@@H]1CN([C@@H](C)CO)S(=O)(=O)c2ccc(Br)cc2O[C@H]1CN(C)C(=O)Nc1ccc2c(c1)OCO2
4	COc1ccccc1N(CC(=O)N(CC(C)C)CC(C)C)S(=O)(=O)c1cccs1
5	Nc1nc(SCc2ccccc2)c2ncn(CCO)c2n1
6	Cn1c(=O)oc2cc(S(=O)(=O)NC3CCCCC3)ccc21
7	Cc1ccc(S(=O)(=O)NN2C(=O)c3ccccc3NC2c2ccccc2F)cc1 (stereo not given)
8	CCOCCCNC(=O)c1c[nH]c2c(CC)cccc2c1=O

Screen / compound no.	1	2	3	4	5	6	7	8
SW480 rereplic	-15%	-3%	.	-1%	-11%	-13%	-4%	-4%
MCF10A rereplic	-3%	-5%	.	28%	3%	-10%	-6%	0%
ATXN2 expr inh	-15%	9%	4%	.	7%	5%	-3%	1%
ATXN viability	i	i	?	?	i	i	i	i
KB-3-1 tox	-2%	5%	-2%	0%	12%	1%	-12%	-1%
HT1080NT lethal	6%	-2%	-10%	-18%	1%	-13%	5%	-4%
HT1080 IDH1KD tx	4%	-4%	-8%	-2%	-2%	-3%	-3%	-4%
IL1B secr inh	-5	-12	15	-19	6	-6	-7	41
HepG2 tox	-36%	9%	-30%	-9%	-1%	-3%	-25%	10%

9	Cc1nnc(SCC(=O)c2ccc(S(=O)(=O)N3CCOCC3)cc2)n1-c1ccccc1
10	Cc1ccc(CNC(=O)c2ccc3c(c2)nc(C)n3-c2cc(C)cc(C)c2)cc1
11	CCc1ccc(NC(=O)c2cccc(N3CCCS3(=O)=O)c2)cc1
12	C[C@H](CO)N1C[C@H](C)[C@@H](CN(C)C(=O)CN2CCOCC2)Oc2cc(Br)ccc2S1(=O)=O
13	CC(=O)Nc1cccc(C(=O)OCC(=O)N2CCC(c3ccccc3)=N2)c1
14	Cc1ccc(C)c(NC(c2ccccc2)c2nnc(-c3ccccc3F)o2)c1 (stereo not given)
15	CCOc1ccc(OCC)c(NC(=O)C2CCN(S(=O)(=O)c3ccc(Br)s3)CC2)c1
16	O=C(Nc1sc2c(c1C(=O)O)CCCCC2)c1ccccc1

Screen / compound no.	9	10	11	12	13	14	15	16
SW480 rereplic	-2%	.	.	.	1%	.	.	13%
MCF10A rereplic	-5%	.	.	.	-10%	.	.	7%
ATXN2 expr inh	0%	?	33%[activator]	1%	40%[activator]	4%	8%	-14%
ATXN viability	i	?	i	i	i	i	i	i
KB-3-1 tox	-3%	-2%	-18%	-6%	6%	-12%	-5%	?
HT1080NT lethal	-6%	.	.	1%	16%	.	.	-14%
HT1080 IDH1KD tx	-5%	.	.	2%	17%	.	.	-23%
IL1B secr inh	28	.	.	0	-20	.	.	31
HepG2 tox	-1%	-32%	-33%	-10%	-6%	-25%	-27%	-37%

17	Cc1ccc(Cn2cc(C(=O)NN)c(=O)c3ccc(F)cc32)cc1
18	OCCNc1nc(C2CC2)nc2c1nnn2Cc1ccccc1Cl
19	CN(C)S(=O)(=O)c1ccc(N2CCCC2)c(C(=O)Nc2ccccc2)c1
20	CCCCCCCCCCCCCCCCCC(=O)OCC(O)CO (stereo not given)
21	Cc1ccc(CNc2ccc3c(c2)ncn3C)cc1
22	Cc1ccc(/C=C/C(=O)NCc2ccncc2)cc1
23	COc1ccccc1C(=O)COC(=O)c1cccc(S(=O)(=O)N2CCCC2)c1
24	COc1ccc(Cn2c(=O)[nH]c3cc(C(=O)NCCCN4CCCC4=O)ccc3c2=O)cc1

Screen / compound no.	17	18	19	20	21	22	23	24
SW480 rereplic	?	-3%	8%	1%	-4%	-4%	-2%	1%
MCF10A rereplic	?	?	0%	11%	1%	-3%	?	-2%
ATXN2 expr inh	-34%	-5%	-14%	13%	53%[activator]	4%	8%	2%
ATXN viability	i	i	i	i	i	i	i	i
KB-3-1 tox	-14%	-16%	14%	.	0%	-2%	0%	9%
HT1080NT lethal	?	-11%	-2%	.	7%	-2%	5%	0%
HT1080 IDH1KD tx	?	?	-14%	.	0%	2%	2%	-5%
IL1B secr inh	-11	27	-1	.	-4	-1	i	10
HepG2 tox	-13%	-2%	-23%	.	-1%	3%	16%	-15%

25	CCCCCCC1CC(=O)NC(=O)N1 (stereo not given)
26	Cc1ccc(Cn2cc(CCC(=O)O)c3ccccc32)cc1
27	COC(=O)c1ccccc1NC(=O)c1cccc(NC(=O)c2ccc(Br)o2)c1C
28	CCOC(=O)Cc1csc(N/N=C/c2cccc([N+](=O)[O-])c2)n1
29	CC1=NN(c2ccc(C(=O)O)c(N)c2)C(=O)C1
30	O=C(O)C1CCCN(S(=O)(=O)Cc2ccccc2)C1 (stereo not given)
31	CCOc1ccc(N(CC(=O)NCC2CCCO2)C(=O)CCC(=O)Nc2ccccn2)cc1 (stereo not given)
32	COc1cc2ccccc2cc1C(=O)N1CCN(c2nc3c(C)cc(C)cc3s2)CC1

Screen / compound no.	25	26	27	28	29	30	31	32
SW480 rereplic	-12%	-27%	-4%	4%	1%	-7%	-29%	.
MCF10A rereplic	-3%	-3%	12%	0%	3%	-3%	2%	.
ATXN2 expr inh	-5%	2%	5%	-5%	7%	-5%	0%	?
ATXN viability	i	i	i	i	i	i	i	i
KB-3-1 tox	3%	4%	-10%	-1%	9%	3%	1%	-5%
HT1080NT lethal	7%	6%	13µM*	3%	14%	-2%	-2%	.
HT1080 IDH1KD tx	3%	6%	10µM*	9%	-2%	-5%	8%	.
IL1B secr inh	3	33	-24	3	-8	-12	-15	.
HepG2 tox	-2%	-30%	-8%	8%	-4%	-7%	15%	-21%

# Gathered by group, those above containing a thiophene ring, fused or not (3)
4	COc1ccccc1N(CC(=O)N(CC(C)C)CC(C)C)S(=O)(=O)c1cccs1
15	CCOc1ccc(OCC)c(NC(=O)C2CCN(S(=O)(=O)c3ccc(Br)s3)CC2)c1
16	O=C(Nc1sc2c(c1C(=O)O)CCCCC2)c1ccccc1

Screen / compound no.	4	15	16
SW480 rereplic	-1%	.	13%
MCF10A rereplic	28%	.	7%
ATXN2 expr inh	.	8%	-14%
ATXN viability	?	i	i
KB-3-1 tox	0%	-5%	?
HT1080NT lethal	-18%	.	-14%
HT1080 IDH1KD tx	-2%	.	-23%
IL1B secr inh	-19	.	31
HepG2 tox	-9%	-27%	-37%

# The results go on:
33	CCCc1nnc(NC(=O)CCC(=O)NC2CCCCCC2)s1
34	C=CCSc1nc(N)c(C(=O)Nc2ccccc2C)cc1C(N)=O
35	COc1ccc([N+](=O)[O-])cc1NC(=O)CN(C)S(=O)(=O)c1ccccc1
36	CC(=O)Nc1ccc(C(=O)n2cnc3cc(C)c(C)cc32)cc1
37	CC1(C(=O)NS(=O)(=O)Cc2cccc(Cl)c2)CCN1C(=O)C/C=C/c1ccccc1 (stereo not given)
38	COc1ccc(NC(=O)Nc2cccc3c2O[C@H](CN(C)C(=O)Nc2ccc(OC)cc2)[C@@H](C)CN([C@H](C)CO)C3=O)cc1
39	Cc1c(Cl)ccc2c(C(=O)O)cc(-c3ccccc3)nc12
40	Cc1ccc(S(=O)(=O)NC[C@H]2O[C@@H](n3cnc4c(N)ncnc43)[C@H](O)[C@@H]2O)s1

Screen / compound no.	33	34	35	36	37	38	39	40
SW480 rereplic	-1%	-1%	4%	-1%	.	-3%	-14%	-1%
MCF10A rereplic	-2%	-12%	5%	14%	.	38%	6%	-21%
ATXN2 expr inh	11%	0%	?	3%	9%	20%	-22%	-8%
ATXN viability	i	i	?	i	i	i	i	i
KB-3-1 tox	-1%	18%	-4%	7%	0%	0%	6%	0%
HT1080NT lethal	16%	-10%	-5%	-1%	2%	-1%	-18%	-4%
HT1080 IDH1KD tx	-3%	-6%	0%	-5%	29%	-11%	-14%	0%
IL1B secr inh	5	27	-3	24	11	-16	9	15
HepG2 tox	-1%	-8%	-5%	0%	7%	3%	-7%	-3%

41	CCc1c(C)[nH]c2ccccc2c1=O
42	Cn1cnnc1SCC(=O)Nc1ncc([N+](=O)[O-])s1
43	CCOC(=O)C(NC(=O)c1cccc(Cl)c1)(OCc1ccc(F)cc1)C(F)(F)F (stereo not given)
44	O=C(NCC(c1ccco1)N1CCCC1)c1ccc(-n2cccn2)cc1 (stereo not given)
45	Cc1cccc(C)c1NC(=O)CS(=O)CC(=O)Nc1ccc(N2CCOCC2)cc1 (stereo not given)
46	COc1cc(OC)cc(-c2cc(NC(C)=O)n[nH]2)c1
47	O=C(CCc1nc(-c2ccccc2)no1)NCc1cccnc1
48	Cc1ccc(C)c(S(=O)(=O)N2CC(=O)N(CCc3ccccc3)C(=O)C2)c1

Screen / compound no.	41	42	43	44	45	46	47	48
SW480 rereplic	-2%	-4%	-3%	0%	1%	0%	-3%	-8%
MCF10A rereplic	-3%	0%	17%	5%	-2%	3%	4%	-40%[inhibitor]
ATXN2 expr inh	12%	19%	-3%	1%	2%	13%	3%	4%
ATXN viability	i	i	i	i	i	i	i	i
KB-3-1 tox	1%	?	?	6%	0%	-2%	5%	0%
HT1080NT lethal	16%	7%	?	6%	11%	8%	-13%	0%
HT1080 IDH1KD tx	10%	10%	?	0%	14%	-8%	-9%	-2%
IL1B secr inh	0	-6	-100*	3	-2	-14	20	12
HepG2 tox	4%	-17%	-26%	-5%	-15%	-5%	-5%	-4%
